PG9 Ab binder – PG9 antibody binding by small molecule; TR-FRET gp120-PG9 antibody binding; inhibition, % at 6.7 µM; hit rate 0.43% among 360,000; AID 624416; in the data active = inhibition above about 8.5%
hgDAF12 agonist – activates the H. glycines DAF-12 receptor ligand-binding domain; HEK293 GAL4-hgDAF12 UAS-luciferase reporter, agonist luminescence; normalized to butyrate control; activation, % at 6.8 µM; hit rate 1.8% among 370,000; AID 687014;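 active = activation above a cutoff set at the mean of all screened compounds plus 3 SD, cut at about 10% in these data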;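 also: 0% = DMSO wells and 100% = sodium butyrate wells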
hcDAF-12 act – H. contortus DAF-12 activation, primary screen | HEK293 hcDAF-12 lit1-tk-luc reporter, luminescence; 0% DMSO, 100% Δ7-dafachronic acid | activation, % at 6.8 µM | hit rate 1.4% among 370,000 | AID 652067;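 active = activation above the mean of all tested compounds plus 3 SD, cut at about 5.5% in these data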;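 also: 100% = response to 3 µM Δ7-dafachronic acid high control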
sPLA2-III inh – Inhibits HGIII-sPLA2 liposome hydrolysis, primary screen | AID 743126 | hit rate 0.56% among 370,000 | QFRET BODIPY PC-A2 liposome hydrolysis, fluorescence | inhibition, % at 12.2 µM;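 active = inhibition above mean plus 3 SD of compounds lying within the high and low control bounds, cut at about 19% in these data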;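 also: 0% = median of test compound wells and 100% = no enzyme DMSO wells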
Target sequence (Q9NZ20 whole entry, looked up): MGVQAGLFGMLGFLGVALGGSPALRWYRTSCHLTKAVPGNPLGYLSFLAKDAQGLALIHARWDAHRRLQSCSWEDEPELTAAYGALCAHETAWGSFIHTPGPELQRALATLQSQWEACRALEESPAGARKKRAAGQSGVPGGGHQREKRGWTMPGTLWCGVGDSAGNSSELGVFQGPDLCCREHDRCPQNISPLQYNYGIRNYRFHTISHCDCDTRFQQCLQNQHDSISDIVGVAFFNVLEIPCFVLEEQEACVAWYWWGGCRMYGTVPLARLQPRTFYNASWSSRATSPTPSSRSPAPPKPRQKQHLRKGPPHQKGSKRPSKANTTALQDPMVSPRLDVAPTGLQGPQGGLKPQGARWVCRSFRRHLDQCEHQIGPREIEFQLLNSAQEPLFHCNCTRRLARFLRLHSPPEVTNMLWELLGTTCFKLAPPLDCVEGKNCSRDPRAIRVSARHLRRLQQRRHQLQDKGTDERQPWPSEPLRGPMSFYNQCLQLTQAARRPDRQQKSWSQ
DAX1 inh-1 – NR0B1 (DAX1) inhibition | P51843 | HEK293 Gal4-DAX1 luciferase reporter, luminescence | inhibition, % at 6.75 µM | hit rate 0.99% among 340,000 | AID 504766;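 active = inhibition above the mean over all tested compounds plus 3 SD, cut at about 4.2% in these data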;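 also: 0% = DAX1-transfected cells with DMSO and 100% = empty-vector control cells with DMSO; inhibition shows as a rise in luminescence from relieved DAX1 repression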
ssDAF12 agonist – activators of S. stercoralis DAF-12 nuclear receptor | HEK293 ssDAF-12/GRIP1 lit1-tk-luc reporter, luminescence; % of 3 µM dafachronic acid response | activation, % at 6.8 µM | hit rate 1% among 370,000;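 active = activation above the mean over all tested compounds plus 3 SD, cut at about 0.9% in these data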;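 also: 0% = DMSO-only wells and 100% = 3 µM delta7-dafachronic acid wells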
GAA850 FXN act – activators of GAA850 frataxin (FXN) promoter; HEK293 lucGAA850 FXN promoter luciferase reporter, 24 h; percent of 10 µM SAHA response; activation, % at 6 µM; hit rate 0.56% among 360,000; AID 540364;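 active = activation above the average of all compounds screened plus 3 SD, cutoff fixed separately per campaign, cut at about 7.5% in these data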;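 also: 0% = DMSO wells and 100% = 10 µM SAHA wells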
Rev-erbA mod – modulates human Rev-erb alpha binding to DNA; P20393; Rev-erbα–FITC-DNA binding, fluorescence polarization, 90 min; activity, % at 10 µM; hit rate 0.79% among 370,000;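 active = activity above about 14%, limit read from the data; passing the limit was not always enough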;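 also: 0% = DMSO wells with 35 nM protein and 100% = DMSO wells with 750 nM protein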
Target sequence (P20393 whole entry, looked up): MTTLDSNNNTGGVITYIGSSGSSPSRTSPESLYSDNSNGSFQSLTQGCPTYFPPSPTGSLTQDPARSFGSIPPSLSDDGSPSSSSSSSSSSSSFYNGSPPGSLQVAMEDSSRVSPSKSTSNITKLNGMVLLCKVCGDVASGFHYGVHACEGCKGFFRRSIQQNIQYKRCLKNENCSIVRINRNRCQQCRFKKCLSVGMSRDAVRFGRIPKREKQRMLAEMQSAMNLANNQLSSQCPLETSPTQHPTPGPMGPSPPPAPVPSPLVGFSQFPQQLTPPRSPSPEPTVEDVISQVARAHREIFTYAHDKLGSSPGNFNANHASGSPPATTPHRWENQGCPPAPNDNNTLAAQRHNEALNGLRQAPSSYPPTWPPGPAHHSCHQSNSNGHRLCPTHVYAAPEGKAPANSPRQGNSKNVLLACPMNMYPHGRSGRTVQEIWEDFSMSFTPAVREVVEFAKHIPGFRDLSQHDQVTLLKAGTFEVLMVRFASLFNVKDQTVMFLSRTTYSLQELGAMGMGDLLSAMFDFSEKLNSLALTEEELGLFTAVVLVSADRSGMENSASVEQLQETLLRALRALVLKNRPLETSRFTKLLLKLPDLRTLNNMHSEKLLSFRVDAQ
PLCb3 inh – inhibitors of human phospholipase C beta3; Q01970; Purified PLC-beta3, fluorogenic substrate, fluorescence; inhibition, % at 12.2 µM; hit rate 0.18% among 370,000; AID 720704; in the data active = inhibition above about 11%;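 also: 0% = median of compound wells on plate and 100% = full blocker control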
DAX1 inh-2 – inhibitors of DAX1 repression of SF-1 activated StAR promoter | HEK293T StAR-luciferase reporter, SF-1/DAX-1 repression relief | AID 652010 | inhibition, % at 6.8 µM | hit rate 1.1% among 370,000;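 active = inhibition above the mean over all tested compounds plus 3 SD, cut at about 3.6% in these data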;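 also: 0% = DAX-1 cells with DMSO and 100% = cells lacking DAX-1 with DMSO; higher inhibition means more luminescence from relief of DAX-1 repression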
SMARCA2 activ – activators of SMARCA2 function | hit rate 1% among 370,000 | AID 652017 | activation, % at 9.1 µM | MG213 cells, MMTV-luciferase reporter, dexamethasone, overnight; in the data active = activation above about 7.8%;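 also: 0% = vehicle wells and 100% = reference activator wells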
Numbers without * were called inactive; . = not tested or not shown.

SMILES	PG9 Ab binder	hgDAF12 agonist	hcDAF-12 act	sPLA2-III inh	DAX1 inh-1	ssDAF12 agonist	GAA850 FXN act	Rev-erbA mod	PLCb3 inh	DAX1 inh-2	SMARCA2 activ
Cc1cc(=O)oc2cc(OCC(=O)N3CCN(C(=O)c4ccco4)CC3)ccc12	-0.9	4.3	-0.9	9	1.2	-1.3	-1.4	-3	-20	-0.1	-4
CCCNCC(=O)Nc1cccc(S(=O)(=O)NC2=NCCCCC2)c1	-2.8	0.3	-2.1	6	0.7	-1.4	0.4	1	0	0.1	-4
CN(C)C1=NC[C@H](Cc2ccccc2)N1CCc1ccc(F)cc1	-1.1	2.7	-0.9	4	1.2	-1.0	0.8	-3	3	0.3	2
CCCOc1ccc2c3c(c(=O)oc2c1OCCC)CCC3	-0.5	-1.9	-2.6	-3	-0.5	-2.2	-1.3	-1	-449	0.4	-2
C/C(=N\OC(=O)c1c(-c2ccccc2Cl)noc1C)c1nccs1	-1.4	1.0	0.3	2	-0.2	-1.4	-0.6	4	-5	-0.4	1
C=CCN1C(=O)[C@@H](CC(=O)N2CCC(c3ccccc3)CC2)[C@]2(C(=O)OC)CCCCC=C12	.	-1.2	-1.2	-6	.	-0.7	.	1	1	0.0	-2
CC(C)(C)NC(=O)NC(=O)C[n+]1ccc(Cc2ccc([N+](=O)[O-])cc2)cc1	-1.1	-2.6	-1.0	-32	-0.7	-1.1	-1.1	5	-3	-0.3	-3
Nc1cccc(-c2cn3cc(C(F)(F)F)cc(Cl)c3n2)c1	0.9	14*	12*	-4	0.5	2.1*	0.6	-2	-26	5.3*	2
CCOc1ccccc1N/C(=C(/C(Cl)=C(Cl)Cl)[N+](=O)[O-])n1cncn1	-3.3	2.4	2.8	-32	0.3	-0.1	0.4	-5	-14	-0.2	2
O=C(NCCNC(=O)c1ccc(Cl)cc1Cl)c1cnccn1	-1.0	-1.1	-2.4	0	-0.7	-1.2	3.8	3	-5	-0.4	-3
COC(=O)C1CCN(C2CN(Cc3ccccc3)S(=O)(=O)C2)CC1 (configuration not stated)	-1.3	1.2	-2.6	1	.	-1.4	.	6	0	-0.3	-3
CSc1ccc(C(O)c2ncc(-c3ccccc3F)[nH]2)cc1 (configuration not stated)	-1.7	4.3	0.4	-11	.	-0.7	1.6	6	3	-0.2	-1
CCOc1ccc(NC(=O)CN(C)C(=O)c2cc(-c3ccncc3)nc3ccccc23)cc1OCC	-0.1	-1.6	1.3	-23	-2.3	-0.9	-4.6	-2	-9	-4.3	-1
COc1ccc(-c2csc3nc(C(C)(C)C)oc(=O)c23)cc1OC	-2.4	-2.8	1.1	6	-1.4	-0.9	1.3	2	-5	0.3	-1
Nc1nc(SCC(=O)Nc2ccccc2)[nH]c(=O)c1-c1ccccc1	-0.3	0.2	-1.5	-5	0.0	-1.9	0.2	-3	2	-0.2	6
COc1cccc(-c2nc(-c3ccccn3)no2)c1	0.9	-4.5	2.4	-2	.	-1.0	.	0	4	-1.1	-5
COC(=O)Nc1ccc(S(=O)(=O)N2CCC(Cc3ccccc3)CC2)cc1	0.8	-0.2	-1.5	-25	-0.3	-1.3	0.8	-2	-4	-0.4	-4
CC(=O)Nc1cccc(C(=O)OCC(=O)NNC(=O)c2cccs2)c1	-1.0	1.1	-0.6	3	0.5	-0.7	0.2	4	-5	-0.6	-1
COc1ccc2nc(SCC(=O)N3CCN(c4ccc(F)cc4)CC3)c(C#N)cc2c1	-0.2	4.4	1.6	-8	-1.1	-0.5	0.6	-1	-58	-0.9	-2
COc1ccc(S(=O)(=O)Nc2cccc(/C=C/C(=O)O)c2)cc1	-1.7	1.6	1.4	-6	0.1	-0.9	-3.8	-4	1	-0.4	3
Cc1cccc(C)c1NC(=O)CSC(=O)c1sc2ccccc2c1Cl	0.7	1.5	-0.6	-2	-1.0	-0.7	1.3	6	0	0.3	1
CC(C)C(NC(=O)c1ccccc1)C(=O)NCCc1ccccc1 (configuration not stated)	1.4	-1.5	-1.6	-6	0.0	-1.2	0.3	3	-4	-0.9	-1
COC(=O)c1sc(S(=O)(=O)N2CCC(C)CC2)c(C(=O)OC)c1C	4.0	0.0	-0.6	-2	2.2	-1.4	2.2	-2	0	-0.6	-5
COc1ccc(C(C(=O)NC2CCCCC2)N2CCC3(CC2)OCCO3)cc1 (configuration not stated)	0.1	0.8	-0.5	3	-0.6	-1.0	0.4	5	3	0.6	-4
O=C(Nc1ccc(-n2cccn2)cc1)C1CCCCN1Cc1cccc2c1OCO2 (configuration not stated)	0.2	-1.9	-1.0	-3	-1.0	-1.1	-2.2	1	-14	-0.5	1

Profiles, looked up by structure:
Nc1cccc(-c2cn3cc(C(F)(F)F)cc(Cl)c3n2)c1 is listed as PG9 Ab binder: 0.9; hgDAF12 agonist: 14*; hcDAF-12 act: 12*; sPLA2-III inh: -4; DAX1 inh-1: 0.5; ssDAF12 agonist: 2.1*; GAA850 FXN act: 0.6; Rev-erbA mod: -2; PLCb3 inh: -26; DAX1 inh-2: 5.3*; SMARCA2 activ: 2
Cc1cc(=O)oc2cc(OCC(=O)N3CCN(C(=O)c4ccco4)CC3)ccc12 is listed as PG9 Ab binder: -0.9; hgDAF12 agonist: 4.3; hcDAF-12 act: -0.9; sPLA2-III inh: 9; DAX1 inh-1: 1.2; ssDAF12 agonist: -1.3; GAA850 FXN act: -1.4; Rev-erbA mod: -3; PLCb3 inh: -20; DAX1 inh-2: -0.1; SMARCA2 activ: -4

In the list so far, three have an aryl thioether with sulfur outside any ring.
SMILES	PG9 Ab binder	hgDAF12 agonist	hcDAF-12 act	sPLA2-III inh	DAX1 inh-1	ssDAF12 agonist	GAA850 FXN act	Rev-erbA mod	PLCb3 inh	DAX1 inh-2	SMARCA2 activ
CSc1ccc(C(O)c2ncc(-c3ccccc3F)[nH]2)cc1 (configuration not stated)	-1.7	4.3	0.4	-11	.	-0.7	1.6	6	3	-0.2	-1
Nc1nc(SCC(=O)Nc2ccccc2)[nH]c(=O)c1-c1ccccc1	-0.3	0.2	-1.5	-5	0.0	-1.9	0.2	-3	2	-0.2	6
COc1ccc2nc(SCC(=O)N3CCN(c4ccc(F)cc4)CC3)c(C#N)cc2c1	-0.2	4.4	1.6	-8	-1.1	-0.5	0.6	-1	-58	-0.9	-2

The list continues.
SMILES	PG9 Ab binder	hgDAF12 agonist	hcDAF-12 act	sPLA2-III inh	DAX1 inh-1	ssDAF12 agonist	GAA850 FXN act	Rev-erbA mod	PLCb3 inh	DAX1 inh-2	SMARCA2 activ
O=c1[nH]c2ccccc2nc1/C=C/c1ccc(O)cc1	-2.4	14*	-0.9	-30	-0.1	-1.2	7.6*	4	-434	0.3	4
CCCCN1C(Nc2ccccc2)=NC[C@@H]1CC(C)C	-3.3	1.9	-1.5	5	-0.3	-1.6	-0.4	0	2	-0.3	3
COCCCn1cnn2c(=O)c3ccccc3nc2c1=O	0.5	4.3	2.1	-1	.	0.3	.	0	-3	0.7	-4
Cc1ccc(NC(=O)Cc2ccccc2F)cc1S(=O)(=O)N1CCCCCC1	-1.6	-6.3	-3.5	-41	-0.4	-1.4	-1.3	0	3	-2.8	-2
CCOC(=O)C1CCCCN1C(=O)CCc1nnc(-c2ccc3c(c2)OCO3)o1 (configuration not stated)	-0.3	4.5	7.7*	6	0.8	-1.1	3.1	2	-7	3.5	2
CC(NC(=O)c1ccc(S(=O)(=O)C(F)F)cc1)c1ccccc1 (configuration not stated)	0.1	1.2	-1.0	-3	1.4	-0.5	-1.5	-7	-3	-0.8	3
CCN(CC)S(=O)(=O)c1cc(C(=O)Nc2cccnc2)ccc1Cl	1.3	0.7	-1.3	5	-0.2	-1.9	-0.3	-3	1	-0.3	-4
C=CCN1c2ccccc2Sc2cnccc21	-0.6	2.3	-1.9	12	0.1	-1.9	-0.5	11	-88	-0.5	-5
Cc1ccc(S(=O)(=O)N2C[C@@H](C)[C@]3(C2)[C@H](O)[C@H](OC(=O)Nc2c(C)noc2C)C[C@H]2C(=O)N(c4ccccc4)C(=O)[C@H]23)cc1	0.7	0.7	-1.0	-11	2.6	-1.0	1.0	0	2	-0.7	5
CC12CCC(=O)N1C(C(=O)NNC(=O)c1ccccc1Cl)CS2 (configuration not stated)	-1.3	0.8	0.8	7	0.3	-0.6	1.7	-1	-5	0.2	5
COc1cccc(C2N=C(c3ccccc3C)NO2)c1OC (configuration not stated)	-1.2	6.2	0.0	1	2.0	0.2	2.8	-4	-8	0.4	8.0*
CC1(C(=O)NS(=O)(=O)c2cccc(F)c2)CCN1C(=O)Cc1ccccc1Cl (configuration not stated)	1.1	-2.8	-2.5	10	.	-0.8	1.1	2	-8	0.8	-4
COc1ccc(N2C(=O)CC(Sc3nc(C)c4c(n3)CCCC4)C2=O)cc1 (configuration not stated)	1.1	1.7	-0.3	-7	-2.0	-0.8	-3.5	-2	-2	-0.6	-4
CCOC(=O)C1(C)CCCCN1C(=O)c1ccnc(Cl)c1 (configuration not stated)	-0.7	3.3	-1.5	-5	.	-1.1	1.2	-5	2	0.0	1
CN(Cc1ccc(C(C)(C)C)cc1)C(=O)Cc1ccc(S(=O)(=O)N2CCOCC2)s1	0.7	-0.3	-1.0	-45	-0.2	-1.5	2.5	11	-3	-0.4	-4
COc1ccc(CCNC2CC(=O)N(CCc3ccc(OC)c(OC)c3)C2=O)cc1OC (configuration not stated)	-1.9	-0.1	-1.2	2	-0.4	-1.1	-1.8	-1	1	0.0	0
COc1cc(OC)c2ccc(=O)oc2c1C(CCN1CCCC1)c1ccc(N(C)C)cc1 (configuration not stated)	-1.7	1.6	-1.1	-3	0.5	-1.0	-1.3	-2	-23	0.6	2
COc1ccc(CCNC(=O)CSc2nnc(Cc3csc(N)n3)n2C)cc1OC	-1.3	-0.3	0.0	4	-0.1	-0.3	0.8	0	0	-0.2	1
CCOC(=O)C1(Cc2cccc(Cl)c2)CCCN(C(=O)c2ccco2)C1 (configuration not stated)	0.7	1.2	-0.3	4	0.9	-1.1	2.2	6	1	-0.5	0
O=C(O)CCn1cc(-c2ccc(Cl)cc2)nc1-c1ccc(Cl)nc1	0.0	1.6	1.9	2	1.5	-0.6	0.5	0	-15	-0.1	-1
O=C(O)c1cccc(N2C(=O)c3cccnc3C2=O)c1	2.5	2.0	-1.2	1	0.8	-1.4	-0.5	-6	4	0.1	-1
O=c1c(NCCc2ccc(Cl)cc2)c(-c2ccccc2)c1=O	2.2	-0.5	0.8	8	-0.4	-1.0	2.4	-2	-7	-0.6	1
O=S(=O)(c1ccc(S(=O)(=O)N(Cc2cccs2)CC2CCCO2)cc1)N1CCCCC1 (configuration not stated)	-1.6	1.9	-2.0	-5	0.3	-1.5	-4.7	-2	1	-0.4	-1
O=c1ccc(Cc2ccccn2)n[nH]1	-2.4	2.6	0.2	5	-0.4	-1.0	-0.5	-4	2	0.2	9.5*
COc1ccc2c(c1)c1ccc3c(c1n2C)C(=O)C=CC3=O	4.3	-0.1	2.4	9	-0.9	-0.4	1.0	7	-82	-0.4	-1
O=C(NCCCn1ccnc1)c1cc2cc([N+](=O)[O-])ccc2oc1=O	-0.7	0.8	-0.2	15	4.2*	-0.4	12*	4	-2	0.4	-4
